KB-3-1 cytotox: qHTS assay for MDR1-selective chemotherapeutics: Primary screen using the parental adenocarcinoma cell KB-3-1; 1.4% of 400,000 active; KB-3-1 viability, CellTiter-Glo ATP luminescence, 72 h; Potency, µM (doses to about 46.1 µM), inactives show at the highest dose activity change, negative = cytotoxic, most hits filed as cytotoxic; also: % is scaled to controls: 0 for no effect and ±100 for the full control effect; nearly all actives have a fitted effect of over 60% in size
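72 h, 37 °C compound treatment of KB-3-1 parental cells; CellTiter-Glo added, 10 min, luminescence read. Data corrected against DMSO-only plates and normalized before curve fitting.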
SW480 rereplic: A quantitative high throughput screen for small molecules that induce DNA re-replication in SW480 colon adenocarcinoma cells; SW480 DNA re-replication, Hoechst DNA content imaging, 48 h; Potency, µM (doses to about 46.1 µM), inactives show top-dose re-replication activation, most hits filed as activators; 1.8% of 340,000 active; AID 624297, 2012; also: % of control where 0% means no effect; nearly all actives have a fitted effect of over 55% in size
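Hoechst fluorescence of nuclei (405 nm excitation, 500-530 nm emission) measured by plate-scanning imager after 48 hr compound exposure at 37 C; re-replication scored as increased number of nuclei with elevated intensity.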
KB-V1 MDR tox: qHTS assay for MDR1-selective chemotherapeutics: Primary screen using the drug-selected MDR subline cells KB-V1; KB-V1 MDR cells viability, CellTiter-Glo, 72 h; Potency, µM (highest dose often 46.1 µM), for the others: at the highest dose activity change, negative = cytotoxicity, usual class: cytotoxic; 3.4% of 400,000 active; also: % is scaled to controls: 0 for no effect and ±100 for the full control effect; nearly all actives have a fitted effect of over 60% in size
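Drug-selected KB-V1 cells, grown in DMEM lacking phenol red with 10% FBS, receive compound titrations; after three days at 37 degrees C, surviving cell ATP is quantified by CellTiter-Glo luminescence and responses normalized and curve-fitted.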
GLP1R inv ag: qHTS of GLP-1 Receptor Inverse Agonists (Inhibition Mode). Glucagon-like peptide 1 receptor (Homo sapiens), P43220. HEK293 GLP-1R CRE-luciferase, luminescence, 24 h; GLP-1R form is constitutively active. Potency, µM (series often up to 38.3 µM), for inactives: top-dose activity change, negative = inhibition, actives largely listed as inhibitors. 1.6% of 410,000 active. AID 624417, 2012; also: % is scaled to controls: 0 for no effect and ±100 for the full control effect; nearly all actives have a fitted effect of over 55% in size
Target sequence (P43220 whole entry, looked up): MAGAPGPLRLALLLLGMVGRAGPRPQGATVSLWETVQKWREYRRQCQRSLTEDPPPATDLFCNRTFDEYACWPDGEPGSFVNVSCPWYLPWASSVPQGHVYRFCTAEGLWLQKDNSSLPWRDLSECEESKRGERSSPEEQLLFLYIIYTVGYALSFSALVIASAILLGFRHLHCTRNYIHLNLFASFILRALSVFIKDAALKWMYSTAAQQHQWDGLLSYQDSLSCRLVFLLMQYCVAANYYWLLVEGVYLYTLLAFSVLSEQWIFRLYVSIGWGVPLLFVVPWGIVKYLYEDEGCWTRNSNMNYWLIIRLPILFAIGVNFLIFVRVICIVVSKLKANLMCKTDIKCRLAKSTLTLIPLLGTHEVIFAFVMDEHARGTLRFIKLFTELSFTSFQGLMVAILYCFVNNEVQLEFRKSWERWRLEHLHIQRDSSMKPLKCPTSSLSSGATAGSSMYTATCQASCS
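HEK293 cells stably co-expressing constitutively active GLP-1R and a cAMP-responsive luciferase reporter were seeded in DMEM with 10% Nu serum, given compounds after 12 h, and incubated 24 h at 37 deg C. Luminescence was then read.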
GLP-1R agonist: qHTS of GLP-1 Receptor Agonists; 0.007% of 380,000 active; HEK293 GLP-1R CRE-luciferase, luminescence, 4-6 h; cells express a hypersensitive GLP-1R form; Potency, µM (series often up to 45.6 µM), without a hit: top-dose activation, most hits filed as activators; also: % of control where 0% means no effect
HEK293 tox: qHTS of GLP-1 Receptor Inverse Agonists: Cytotox Screen. 0.13% of 410,000 active. Potency, µM (doses to about 38.3 µM), for the others: top-dose activity change, negative = inhibition, usual class: inhibitors. HEK293 cAMP-luciferase reporter cells, luminescence, 24 h. AID 624418, 2012;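 also: loss of luciferase light is scored as toxicity; % is scaled to controls: 0 for no effect and ±100 for the full control effect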
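Here, cytotoxicity is scored as loss of luminescence. The MLSMR collection was tested on cells seeded in medium containing 10% Nu serum, with a 24 hr compound exposure preceded by 12 hours of culture.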
HT1080NT lethal: qHTS for induction of synthetic lethality in tumor cells producing 2HG: qHTS for the HT-1080-NT fibrosarcoma cell line; HT-1080-NT fibrosarcoma viability, CellTiter-Glo ATP luminescence, 48 h; Potency, µM (top dose mostly 46.1 µM), for inactives: at the highest dose activity, negative = less viability, actives largely listed as cytotoxic; 1.6% of 360,000 active; AID 686970, 2013;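 also: NT is the 2HG producing partner of a matched IDH1 knockdown line; 0% = DMSO-treated cells and -100% = media-only wells without cells; nearly all actives have a fitted effect of over 55% in size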
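A 48-hour cytotoxicity screen used HT-1080-NT cells plated 2 hours before compound delivery. ATP-based CellTiter-Glo luminescence measured viability, normalized to DMSO and no-cell controls.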
HT1080 IDH1KD tx: qHTS for induction of synthetic lethality in tumor cells producing 2HG: qHTS for the HT-1080-IDH1KD cell line; HT-1080 IDH1 knockdown viability, ATP luminescence, 48 h; Potency, µM (top dose mostly 46.1 µM), inactives show at the highest dose activity, negative = toxicity, most hits filed as cytotoxic; 2% of 360,000 active; AID 686971, 2013;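 also: 0% = DMSO wells and -100% = cell-free medium wells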
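After a 2 h attachment period, IDH1KD HT-1080 cells took pin-transferred compound for 48 h at 37 °C; ATP-based luminescence after 10 min room-temperature reagent incubation reported viability.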
TDP43 rescue: qHTS of TDP-43 Inhibitors | TDP-43 expressing yeast growth rescue, BacTiter-Glo, 24 h | Potency, µM (titrated, usually from 46.1 µM), without a hit: top-dose growth rescue (activation), hits mostly activators | 1.8% of 410,000 active; also: % of control where 0% means no effect; nearly all actives have a fitted effect of over 50% in size
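Growth rescue of TDP-43-toxic yeast measured as ATP luminescence (BacTiter-Glo). Cells grown to mid-log in raffinose, induced in galactose at OD600=0.02, exposed to compound 24 hr at 30 deg C.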
Numbers without * were called inactive; ? = inconclusive; · = no result given; & = joins results of further samples; [ ] = another dose, or the depositor's remark. Calls follow the shape of the dose curve; as a rule, active = well fitted curve in the direction sought with a large enough effect; inconclusive = small, poorly fitted or top-dose-only effect, or another doubt; inactive = no such curve, though single readings can be large; an effect the other way counts as inactive or inconclusive. Potency is read from the fitted curve at half-maximal effect.

SMILES	KB-3-1 cytotox	SW480 rereplic	KB-V1 MDR tox	GLP1R inv ag	GLP-1R agonist	HEK293 tox	HT1080NT lethal	HT1080 IDH1KD tx	TDP43 rescue
COc1ccc(CN2[C@@H](CC(=O)O)c3ccccc3S2(=O)=O)cc1	-29%&10%	1%	?	1%	-2%	0%	11%	-1%	-16%
CN(CCOc1ccc(Cl)cc1)C(=O)CN1C(=O)NC2(CCCC2)C1=O	-9%	-7%	?	?	-5%	17%	-1%	-17%	-5%
CCC(c1nnnn1Cc1ccccc1)N(Cc1ccco1)Cc1cc2cc(OC)ccc2[nH]c1=O (configuration not stated)	?	14%	-21%	8%	10%	-13%	?	?	5%
Brc1ccc2oc3c(N4CCOCC4)ncnc3c2c1	0%	-4%	16µM*	44%[activator]	2%	-9%	10%	12%	10%
CCOC(=O)Cc1csc(NC(=O)CS(=O)(=O)Cc2ccccc2)n1	9%	-1%	-24%	-10%	-1%	11%	19%	16%	-10%
Cc1cc(O)c(C2(C(F)(F)F)NCCNC2=O)cc1C (configuration not stated)	-4%	-9%	-7%	-2%	-5%	0%	-2%	2%	-23%
Cn1c(N)c(C(=O)COC(=O)CCCc2c[nH]c3ccccc23)c(=O)n(C)c1=O	18%	-10%	?	20%	-8%	6%	4%	13%	3%
COC(=O)[C@H]1C[C@H]1[C@@H](NC(=O)c1ccc[nH]1)c1ccccc1	0%	6%	0%	0%	4%	1%	0%	-4%	15%
C/C(CCc1ccc2c(c1)OCO2)=N\NC(=O)c1ccccc1Br	0%	-2%	?	14%	8%	12%	21%	5%	-13%
Cc1ccc(-c2nnc(Nc3cccc(O)c3)c3ccccc23)cc1S(=O)(=O)N1CCCCC1	-7%	·	-8%	?	·	-1%	·	·	0%
Cc1cccc(NC(=O)COc2ccccc2C)n1	?	-1%	-14%	-7%	23%	3%	-1%	0%	-2%
O=C(NNc1nc(-c2ccccc2)cs1)c1ccco1	6%	18µM*	0%	-14%	-6%	?	?	-29%	26%
O=C(NC1CCCCC1)N1CCN(c2ccccc2Cl)CC1	-18%	19%	?	?	6%	9%	5%	11%	27%
Cc1cccc(C)c1NC(=O)CN(C)C(=O)CCc1nc2sc3c(c2c(=O)[nH]1)CCCC3	9%	6%	?	-21%	-12%	-4%	2%	2%	4%
C=CCNc1nc(C2(C)CC3(CC(C)OC3=O)C(=O)O2)cs1 (configuration not stated)	-7%	2%	8%	17%	-2%	8%	7%	5%	16%
COc1ccc(CC(=O)OCC(=O)N2CCN(S(=O)(=O)c3ccc(C)cc3C)CC2)cc1OC	20%	1%	-5%	-17%	-5%	19%	-4%	-6%	-14%
Cc1ccc(NC(=O)C2CC(=O)N(CCc3ccccc3)C2)c(C)c1 (configuration not stated)	7%	8%	-24%	2%	0%	-10%	17%	25%	1%
O=[N+]([O-])c1ccc2[nH]c3c(c2c1)CCCC3	-7%	2%	?	?	10%	-6%	0%	-16%	24%
CCc1ccc(Nc2ncc3c(n2)CC(c2ccco2)CC3=O)cc1 (configuration not stated)	4%	13%	-4%	16%	2%	-4%	-14%	-1%	0%
Cc1ccc(NC(=S)N(CCN(C)C)Cc2cccs2)cc1	-6%	-25%	-9%	?	0%	-5%	-17%	-5%	-4%
Cc1ccc(C(=O)OCC(=O)NCc2cc(C)c(O)c(C)c2)cc1S(=O)(=O)N1CCCCC1	-15%	-51%	-9%	-26%	10%	-5%	0%[9.24 µM]	-21%	25%
C[C@]12c3[nH]c4cc(-c5ccco5)ccc4c3CCN1C(=O)[C@@H](CC(=O)NCCCn1ccnc1)C[C@@H]2C(=O)N1CCOCC1	5%	-8%[9.22 µM]	8%	5%	4%	0%	-13%	-10%	3%
COc1cccc(/C=C2\SC(=S)N(CCCC(=O)N3CCOCC3)C2=O)c1	?	·	?	-19%	2%	-3%	1%	-2%	15%
COCCNC(=O)c1ccccc1NS(=O)(=O)c1ccc(Br)s1	5%	-10%	8%	0%	-13%	-14%	8%	10%	-22%
Cc1ccc(Cn2c(C)nc3c(c2=O)c2nc4ccccc4nc2n3Cc2ccco2)cc1	-3%	15%	-9%	?	8%	2%	-14%	-6%	7%
C/C(=N/NS(=O)(=O)c1ccc(F)cc1)c1ccncc1	11%	-4%	?	9%	-1%	1%	2%	11%	-12%
Cc1ccccc1NS(=O)(=O)c1nnc(NC(=O)c2ccc(Br)cc2)s1	5%	-3%	21%	-27%	-1%	-16%	-28%	-17%	-6%
CCN(CC)C(=O)[C@H]1C[C@H](CC(=O)NCC23CC4CC(CC(C4)C2)C3)C(=O)N2CCc3c([nH]c4cc(CCC(=O)N(C)C)ccc34)[C@]12C	-4%	25%[9.22 µM]	?	20%	10%	-15%	-14%	-21%	12%
CC(C)Oc1ccc(C(=O)Nc2c3c(nn2C(C)(C)C)CS(=O)(=O)C3)cc1	12%	-2%	4%	8%	0%	-2%	-3%	3%	12%
CCOC(=O)CC1COCCN1Cc1cn(C)nc1-c1ccccc1F (configuration not stated)	0%	-4%	-2%	-17%	7%	-3%	13%	3%	-2%

Among those listed so far, these have a thiophene ring, fused or not.
SMILES	KB-3-1 cytotox	SW480 rereplic	KB-V1 MDR tox	GLP1R inv ag	GLP-1R agonist	HEK293 tox	HT1080NT lethal	HT1080 IDH1KD tx	TDP43 rescue
Cc1cccc(C)c1NC(=O)CN(C)C(=O)CCc1nc2sc3c(c2c(=O)[nH]1)CCCC3	9%	6%	?	-21%	-12%	-4%	2%	2%	4%
Cc1ccc(NC(=S)N(CCN(C)C)Cc2cccs2)cc1	-6%	-25%	-9%	?	0%	-5%	-17%	-5%	-4%
COCCNC(=O)c1ccccc1NS(=O)(=O)c1ccc(Br)s1	5%	-10%	8%	0%	-13%	-14%	8%	10%	-22%

New compounds follow.
SMILES	KB-3-1 cytotox	SW480 rereplic	KB-V1 MDR tox	GLP1R inv ag	GLP-1R agonist	HEK293 tox	HT1080NT lethal	HT1080 IDH1KD tx	TDP43 rescue
CCC(C)C(NC(=O)OCc1ccccc1)C(=O)NCC(c1ccccc1)N(C)C (configuration not stated)	8%	2%	-18%	-10%	4%	16%	4%	9%	-22%
COc1cccc(-n2nnc3c(=O)n(CC(=O)Nc4ccccc4C)cnc32)c1	0%	-22%	?	4%	-7%	4%	13%	3%	0%
COc1ccccc1OCCC(=O)OCC(=O)Nc1cc(S(=O)(=O)N(C)C)ccc1Cl	19%	?	20%	-6%	0%	2%	-2%	4%	1%
O=C(NCCN1C(=O)S/C(=C\c2ccccc2F)C1=O)C1=COCCO1	?	4.1µM*	9.2µM*	1µM*	6%	-29%	?	12µM*	-5%
Cc1[nH]nc2c1C(C(C)c1ccccc1)C(C#N)=C(N)O2 (configuration not stated)	-1%	-2%	0%	-4%	1%	15%	-18%	0%	-9%
CSc1cccc(NC(=O)Cc2ccccc2[N+](=O)[O-])c1	-12%	?	-15%	?	5%	-1%	-22%	-16%	26%
O=C(NC(=S)Nc1ccc(S(=O)(=O)Nc2nccs2)cc1)c1ccc(Br)o1	-1%	4%	0%	9%	8%	-3%	0%	0%	-4%
O=C(Nc1cccc(F)c1)c1ccc2c(c1)OCO2	-11%	-2%	11%	-2%	12%	14%	0%	-15%	-8%
Cc1cc(S(=O)(=O)Nc2ccc(C(=O)NCCN3CCOCC3)cc2)ccc1F	20%	·	16%	6%	1%	-25%	2%	-1%	4%
CC(NC(=O)c1ccco1)C1CCCO1 (configuration not stated)	6%	-14%	1%	-4%	-3%	1%	0%	1%	-22%
CC(C)C[C@H]1CN([C@@H](Cc2ccc(O)cc2)CN2CCC[C@H]2CN2C(=O)C(=O)NC[C@@H]2Cc2ccc(O)cc2)C(=O)C(=O)N1CCc1ccccc1	15%	·	4%	7%	4%	6%	16%	3%	10%
CN1CCN(c2ccc(NC(=O)c3ccc([N+](=O)[O-])o3)cc2Cl)CC1	?	1.5µM*	?	13%	-5%	?	5.8µM*	12µM*	-2%
COc1ccc(N2CC(C(=O)N3CCN(C)CC3)CC2=O)cc1 (configuration not stated)	-9%	-1%	6%	-7%	9%	-2%	-9%	-5%	-14%
CC1=C(C(=O)Nc2ccccc2C)C(c2ccccc2)NC(=O)N1 (configuration not stated)	11%	-4%	33%	2%	2%	8%	13%	-2%	26%
COc1ccc(CNC(=O)CN(C)CC(=O)Nc2ccccc2Br)cc1	17%	-7%	-2%	1%	-6%	10%	-2%	-2%	18%
CCNC(=S)N/N=C(\C)c1cc2ccccc2o1	0%	-2%	0%	4.5µM*	21%	?	10%	9%	-6%
CC(Oc1ccc2c3c(c(=O)oc2c1)CCC3)C(=O)NCCN1CCOCC1 (configuration not stated)	3%	19%	1%	62%[activator]	13%	-1%	9%	10%	4%
COc1ccc(-n2nnnc2C(C2CC2)N2CCN(C/C=C/c3ccccc3)CC2)cc1 (configuration not stated)	0%	·	?	?	13%	-7%	-21%	-20%	6%
COCC(=O)N1CCC(Oc2ccc(C(=O)N[C@H](C(=O)OC)C(C)C)cc2)CC1	-27%	-21%	-4%	12%	-4%	2%	17%	14%	18%

Record cards, from the list above.
`COCC(=O)N1CCC(Oc2ccc(C(=O)N[C@H](C(=O)OC)C(C)C)cc2)CC1` is listed with KB-3-1 cytotox: -27%; SW480 rereplic: -21%; KB-V1 MDR tox: -4%; GLP1R inv ag: 12%; GLP-1R agonist: -4%; HEK293 tox: 2%; HT1080NT lethal: 17%; HT1080 IDH1KD tx: 14%; TDP43 rescue: 18%
`CCNC(=S)N/N=C(\C)c1cc2ccccc2o1` is listed with KB-3-1 cytotox: 0%; SW480 rereplic: -2%; KB-V1 MDR tox: 0%; GLP1R inv ag: 4.5µM*; GLP-1R agonist: 21%; HEK293 tox: ?; HT1080NT lethal: 10%; HT1080 IDH1KD tx: 9%; TDP43 rescue: -6%

Screening data: PubChem BioAssay, National Center for Advancing Translational Sciences (NCATS)

Not a hit list, and some 9.4% of all compounds hit somewhere here.
